# Assay outcomes deposited in PubChem by several laboratories.
# CAL PDZ FP-1 – blocks peptide binding to the human CAL PDZ domain; Q9HD26; purified CAL PDZ, TMR-peptide fluorescence polarization, 1 h; inhibition, % at 24.9 µM; actives 0.92% (n = 300,000); AID 602252;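 active means mean inhibition of at least 30% with at least half of replicates also reaching 30%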;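 further: 0% = DMSO neutral control and 100% = excess unlabeled competitor peptide PRC23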
# Wnt act – activators of Wnt/beta-catenin signaling; activation, % at 9.35 µM; actives 1.2% (n = 300,000); AID 743398; Wnt/beta-catenin reporter cell assay, activator, plate reader; in the data active means activation above about 30%, passing the limit was not always enough;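 further: 0% = neutral control wells and 100% = positive control wells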
# AddAB inh – less growth of phage-infected E. coli with AddAB | actives 0.29% (n = 330,000) | E. coli expressing H. pylori AddAB, absorbance growth | AID 435030 | inhibition, % at 11.9 µM; in the data active means inhibition above about 12%;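 further: 0% = vehicle wells of infected cells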
# SR-BI HDL uptake – inhibitors of mouse SR-BI mediated HDL lipid uptake; actives 0.96% (n = 320,000); inhibition, % at 12.5 µM; ldlA[mSR-BI] CHO cells, DiI-HDL uptake fluorescence, 3 h; AID 488896;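 active means mean replicate inhibition of at least 70% and a set share of replicates each scoring 70 or more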;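 further: 0% = median of neutral control wells and 100% = median of positive control wells; values of inactives mirror those of a sister screen read the other way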
# Target sequence (Q61009 whole entry, looked up): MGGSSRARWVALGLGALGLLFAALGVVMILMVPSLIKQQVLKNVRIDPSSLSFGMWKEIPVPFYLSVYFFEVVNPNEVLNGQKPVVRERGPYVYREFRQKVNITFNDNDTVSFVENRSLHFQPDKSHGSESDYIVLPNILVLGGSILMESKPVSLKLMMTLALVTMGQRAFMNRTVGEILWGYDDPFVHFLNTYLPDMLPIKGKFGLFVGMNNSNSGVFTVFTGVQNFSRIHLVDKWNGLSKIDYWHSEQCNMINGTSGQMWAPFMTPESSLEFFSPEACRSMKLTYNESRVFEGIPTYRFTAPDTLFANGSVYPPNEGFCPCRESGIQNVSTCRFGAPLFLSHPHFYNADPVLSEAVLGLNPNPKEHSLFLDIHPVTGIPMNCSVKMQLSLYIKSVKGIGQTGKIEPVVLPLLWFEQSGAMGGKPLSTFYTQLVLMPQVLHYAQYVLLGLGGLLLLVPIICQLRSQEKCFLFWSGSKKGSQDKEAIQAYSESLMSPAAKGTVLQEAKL
# phage Ecoli inh – E. coli growth loss with phage present. inhibition, % at 11.9 µM. AID 651602. growth absorbance. actives 0.26% (n = 360,000); in the data active means inhibition above about 11%
# Tat transport – E. coli Tat transport inhibition; E. coli MC4100 TorA-mCherry Tat export, fluorescence; inhibition, % at 10 µM; actives 0.036% (n = 340,000);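 active means mean replicate inhibition at least 50% and at least half of replicates individually reaching 50%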;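 further: exported cargo escapes ClpAP degradation while cytoplasmic cargo is degraded and loses fluorescence; 0% = median of neutral control wells and 100% = median of NaSCN control wells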
# Ecoli viability – reduces bacterial viability in AddAB counter-screen | inhibition, % at 11.9 µM | E. coli V3065 growth, OD600 absorbance, 18 h | actives 0.27% (n = 330,000);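 active means inhibition above the campaign's mean inhibition across all tested compounds plus 3 SD, cut at about 9.9% in these data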;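 further: uninfected addAB+ strain grown without phage in ampicillin broth; 0% = DMSO wells and 100% = ciprofloxacin 0.95 µg/ml wells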
# CAL PDZ FP-2 – human CAL PDZ-peptide interaction inhibition | inhibition, % at 20 µM | Q9HD26 | purified CAL PDZ, TMR-peptide fluorescence polarization, 1 h | AID 504414 | actives 0.02% (n = 330,000);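 active means highest replicate inhibition of at least 40%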;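 further: plate controls were DMSO neutral control wells for no effect and unlabeled competitor peptide control wells for full effect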
#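 Assay system – tagged CAL PDZ protein CerCALP, purified · Timing – 1 h at RT · Compound – single point, 20 µM · Measured by – fluorescence polarization from S- and P-plane intensities, G-factor corrected · Evaluation – inhibition from polarization loss · Probe or stimulus – TMR reporter peptide T*-PRC34 · Buffer or medium – pH 7.4 phosphate-saline buffer, reducing agent, detergent, IgG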
# MITF TRPM1 HTS – activators of MITF-driven TRPM1 promoter activity in SK-MEL-5 cells; SK-MEL-5 TRPM1-promoter luciferase, 24 h; % of positive control, neutral wells = 0; activation, % at 12.5 µM; actives 0.75% (n = 300,000); AID 588334;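 active means mean activation of at least 80% with every replicate also reaching 80%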;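 further: 0% = neutral control wells and 100% = parthenolide positive control wells; values of inactives mirror those of a sister screen read the other way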
# SR-BI uptake up – activators of SR-BI mediated HDL lipid uptake; actives 0.096% (n = 320,000); activation, % at 12.5 µM; CHO ldlA[mSR-BI] cells, DiI-HDL uptake fluorescence, 3 h; 100 = double the neutral-control signal;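 active means mean replicate activation of at least 60% and every replicate at or above 60%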;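 further: 0% = median plate neutral-control signal and 100% = twice that signal; values of inactives mirror those of a sister screen read the other way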
#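 material = CHO ldlA[mSR-BI] cells | medium = Ham's F12 with 0.5% BSA, HEPES 25 mM, pH 7.4 | reagent = fluorescent DiI-HDL, 10 µg/mL final | compound dosing = single-point compound dose | incubation = 3 h, 37 °C | measured by = bottom-read fluorescence, 550/595 nm | measure = HDL uptake via cellular fluorescence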
# Active calls of the source: *; x = no result given.
canonical_smiles	CAL PDZ FP-1	Ecoli viability	phage Ecoli inh	AddAB inh	Wnt act	SR-BI HDL uptake	Tat transport	SR-BI uptake up	CAL PDZ FP-2	MITF TRPM1 HTS
O=C(CSc1nnc(Cc2ccccc2)o1)NCCN1C(=O)CSC1=O	-5	0.4	3.5	2.3	x	-6	1	6	-1.7	4
CC(=O)c1c(C(C)=O)c(C)n(-c2ccc(N)c(C)c2)c1C	1	0.9	2.1	-0.5	-3	34	4	-34	-0.8	6
OC(c1ccccc1)(c1ccccc1)c1ccn[nH]1	0	1.9	2.1	4.3	0	-10	1	10	-0.9	-5
CCOc1cc(N2CCOCC2)c(OCC)cc1NC(=O)COC(=O)c1cccc2ccccc12	-5	-0.4	2.2	0.2	-4	42	4	-42	1.5	0
Nn1c(SCC(=O)Nc2ccc3c(c2)OCO3)nnc1C(F)(F)F	3	-1.7	3.2	2.5	-12	-16	-1	16	x	15
C#CCOCCOCCOCCNc1nc(N2CCOCC2)nc(N2CCN(C(=O)[C@H](C)n3cc(CCC(=O)O)nn3)CC2)n1	-4	x	3.7	x	-4	-3	3	3	0.5	0
CSc1ccc(/C=C(/NC(=O)c2ccccc2)C(=O)NCCN2CCOCC2)cc1	-3	1.3	1.4	-0.1	0	-2	-6	2	-2.3	-1
COc1cc(OC)cc(C(=O)NCCCN2CCOCC2)c1	1	-0.5	4.4	-2.1	x	19	2	-19	0.6	5
COc1ccc(C(=O)NC2CCCc3ccccc32)cc1[N+](=O)[O-] (centres undefined)	-2	-0.8	-0.7	0.1	-3	42	8	-42	x	-29
COc1ccc(NC2=CC(=O)CC(c3ccccc3)C2)cc1 (centres undefined)	-1	0.7	3.6	2.8	-7	13	20	-13	-2.5	8
COc1cccc(NC(=S)N/N=C2\CC3CCC2(C)C3(C)C)c1 (centres undefined)	-4	-0.8	1.2	-2.6	4	21	-5	-21	-0.3	25
O=C(O)c1cccnc1Br	-4	2.3	2.8	1.1	-2	-6	-1	6	-1.9	-8
O=C(Nc1ccc(Oc2cccnc2)cc1)C1CCN(Cc2cccc(Cl)c2)CC1	-3	-1.1	2.5	0.8	-4	0	-3	0	-3.0	-2
CN(C)N1C(N)=C(C#N)C(c2ccc(F)cc2)C2=C1CC(C)(C)CC2=O (centres undefined)	-1	-1.7	0.5	-3.9	2	2	2	-2	-2.2	-5
CCOC(=O)Cc1csc(NS(=O)(=O)c2ccccc2)n1	-2	0.2	0.6	3.9	x	-4	-8	4	-0.8	0

# Compound profiles (already shown). Values in the order: CAL PDZ FP-1 | Ecoli viability | phage Ecoli inh | AddAB inh | Wnt act | SR-BI HDL uptake | Tat transport | SR-BI uptake up | CAL PDZ FP-2 | MITF TRPM1 HTS
# Entry for `CC(=O)c1c(C(C)=O)c(C)n(-c2ccc(N)c(C)c2)c1C` : 1 | 0.9 | 2.1 | -0.5 | -3 | 34 | 4 | -34 | -0.8 | 6
# Entry for `CN(C)N1C(N)=C(C#N)C(c2ccc(F)cc2)C2=C1CC(C)(C)CC2=O` (centres undefined) : -1 | -1.7 | 0.5 | -3.9 | 2 | 2 | 2 | -2 | -2.2 | -5

# Continuation.
canonical_smiles	CAL PDZ FP-1	Ecoli viability	phage Ecoli inh	AddAB inh	Wnt act	SR-BI HDL uptake	Tat transport	SR-BI uptake up	CAL PDZ FP-2	MITF TRPM1 HTS
CC1(C)CC(=O)c2cn3c(nc2C1)nc1ccccc13	-4	0.4	1.9	0.8	-3	-2	-7	14	1.6	-6
Cn1c(Cl)c(C(=O)Nc2ccc(Cl)cc2)c2ccccc21	0	-0.3	2.3	1.0	6	47	-10	-47	-0.6	-1
CCCCn1c(-c2csc(C(C)C)c2)n[nH]c1=S	-3	-0.2	3.5	2.7	-6	-32	8	32	-0.5	7
O=C(CCNS(=O)(=O)c1ccccc1)N1CCN(c2ccccc2F)CC1	-2	4.1	0.6	3.1	0	-23	0	23	-2.0	20
COC(=O)C(C(=O)OC)c1ccc(N)cc1	-8	0.9	0.1	-0.2	1	6	4	-6	x	9
COC(c1ccccc1)c1nnc(CCC(=O)NCCC(C)C)o1 (centres undefined)	-4	-0.8	2.2	0.0	1	-24	-3	24	-2.1	6
Cc1cc(C)cc(Oc2ccccc2/C=N\O)c1	-2	-0.7	2.1	4.6	-1	-15	0	15	-0.3	6
CCCCCCN=C(C)c1ccccc1O	9	0.8	0.1	-0.2	1	-12	-5	12	-0.7	x
O=S(=O)(c1cccc(S(=O)(=O)N2CCC(n3nnc4ccccc43)CC2)c1)N1CCCCC1	0	1.2	-0.8	2.9	-2	-12	4	12	-0.1	1
N/C(=N\OC(=O)Nc1cccc(C(F)(F)F)c1)c1ccno1	x	2.2	3.5	1.2	-1	5	-9	-5	-1.2	x
CCC1Oc2ccc(C)cc2N(CC(=O)NCCC2=CCCCC2)C1=O (centres undefined)	-2	0.4	2.4	0.4	0	-23	4	23	-1.7	-9
C=C(C)c1ccc(C(C)(C)NC(=O)N2CCN(C)CC2)cc1	x	0.6	-2.2	0.3	x	-20	2	20	-0.2	7
CCC(=O)Nc1nc(C)nc(C)c1C(C)=O	0	-1.5	1.6	3.2	x	-39	-1	39	0.0	-2
Cc1cc(NC2=CC(=O)C(=O)c3ccccc32)no1	1	x	1.7	x	1	1	2	-1	0.7	-84
COc1ccc(-c2nn(-c3ccccc3F)cc2CNCCn2nc(C)cc2C)cc1	-2	-4.0	3.6	0.3	x	15	1	-15	-3.3	2
COc1cc2c(c(OC)c1OC)-c1ccc(SC)c(=O)cc1C(NC(=O)c1ccccc1)CC2 (centres undefined)	1	x	4.0	x	-9	-3	-5	3	0.5	x
COc1ccc(N(CC(=O)Nc2cc(Cl)ccc2C)S(=O)(=O)c2c(C)n[nH]c2C)cc1	1	-0.2	-1.3	0.5	2	-1	13	1	-3.6	-2
Cc1ccc(S(=O)(=O)N2CCC(C(=O)NCC(C)(C)N3CCOCC3)CC2)c(C)c1	-4	0.9	1.1	-2.0	-3	-23	0	23	0.0	-1
COc1ccc(OC)c(NC(=O)c2cc3sccc3n2C)c1	-3	0.7	2.1	3.8	x	70	7	-70	0.8	8
CC(=O)c1ccc(C(=O)NC2CC(C)(C)Cc3c2cnn3-c2ccccc2)cc1 (centres undefined)	-3	-0.4	-0.6	-0.7	2	27	15	x	-2.7	0
CN(CCC1CCOCC1)C(=O)c1cc(COc2c(F)cccc2F)on1	x	0.6	3.2	3.7	0	-3	-5	3	-0.5	25
Cc1nc(NC(=O)COC(=O)[C@@H](NC(=O)c2ccco2)C(C)C)c(Cl)cc1Cl	4	1.0	0.5	0.5	21	x	-1	x	0.2	-2
CNc1ccc(C(O)(C(F)(F)F)C(F)(F)F)cc1C(O)(C(F)(F)F)C(F)(F)F	-2	-0.7	2.0	4.5	-4	-31	-8	31	0.6	x
CC1(C)C(c2ccccc2)=[N+]([O-])C2(CCCCC2=O)N1O (centres undefined)	1	-2.9	1.4	-0.8	3	-20	2	20	-1.9	2
O=C(O)c1ccc(COc2ccc3ccccc3c2)o1	-1	-1.5	1.9	0.2	51*	4	-1	-4	-0.5	40
CCCn1nnnc1NC(=O)CSc1ccc(Cl)cc1	0	-7.7	-5.5	-4.8	-2	-1	1	1	-2.8	1
Cc1cc(C(=O)NNc2cc(Cl)ccc2Cl)no1	-4	0.8	3.1	-0.4	13	-13	-1	13	0.0	-1
CCCCCNS(=O)(=O)c1cc2c3c(c1)CCC(=O)N3CCC2	x	-0.1	4.3	2.0	0	7	-1	-7	0.5	3
CCN1C(=O)C(CC(=O)N2CCN(C(c3ccccc3)c3ccccc3)CC2)N(CC)C1=O (centres undefined)	-4	0.2	3.1	0.1	x	16	1	-16	-1.0	8
COc1ccc(-c2c(C)nc(N)nc2-c2ccc(OC)cc2O)cc1	1	x	3.0	x	0	-2	2	2	0.0	-13
Cc1cc(C)cc(NC(=S)NCc2ccc3[nH]c4c(c3c2)CCCC4)c1	x	5.2	5.1	4.2	-4	28	-8	-28	0.9	-8
CCNS(=O)(=O)c1ccc(CCC(=O)O)cc1	-3	-1.2	2.7	-0.5	-3	-18	5	18	-2.7	-13
N#CC(C(=O)c1ccco1)c1ccccn1 (centres undefined)	-2	0.6	-1.1	0.3	7	-38	1	38	-1.7	31
O=C(Nc1ccc(F)cc1)c1ccccc1F	-1	-0.7	4.2	2.1	22	-9	-1	9	-3.5	82*
Cc1noc(C)c1COc1cccc(C(=O)N2CCN(C/C=C/c3ccccc3)CC2)c1	-3	-1.3	0.8	-1.1	-4	-5	-2	5	-2.2	x
CC(NC(=O)C12CC3CC(CC(C3)C1)C2)c1ccc(F)cc1 (centres undefined)	x	4.8	3.9	3.2	0	x	2	x	-1.1	-2
COc1ccc(OCC(=O)Nc2ccc3c(c2)nc(CCN2CCOCC2)n3C)cc1	-3	-1.2	-0.5	1.9	-8	17	-6	-17	-1.9	x
N#Cc1ccc(-n2nccc2-c2cnc3n(c2=O)CCS3)cc1	0	1.4	0.2	0.3	-3	-7	-5	7	-0.5	7
O=C(O)c1ccc(NS(=O)(=O)c2cccc(S(=O)(=O)c3ccc(Cl)c(Cl)c3)c2)cc1	-4	-3.2	x	1.7	x	x	-2	x	-2.7	0
CC1C(=O)OC2C1CCC1(C)CCC(=O)C(C)C21 (centres undefined)	5	0.5	1.0	-1.1	5	47	0	-47	1.0	0
Cc1cccc(C)c1N1CCN(S(=O)(=O)c2ccccc2)CC1	-3	-0.3	2.5	-1.6	0	-22	-4	22	-2.5	3
Cc1nc(SCC(=O)Nc2cccc(S(=O)(=O)N3CCOCC3)c2)nc(C)c1C	-2	-0.4	-2.2	2.5	-2	59	3	-59	0.4	-3
COc1ccc(NC(=O)CSc2nc3n[nH]c(C)c3c(=N)n2-c2ccc(Cl)c(C)c2)cc1OC	1	-0.9	x	-0.9	x	-3	1	3	-2.1	-57
CCOC(=O)c1cnc(-n2nc(C)cc2C)nc1Nc1ccc(O)cc1	-3	-0.6	0.5	-2.0	7	-2	2	2	-0.8	-72
Cc1ccnn1CCC(=O)N1CCCC(CCC(=O)N2CCN(c3ccccn3)CC2)C1 (centres undefined)	x	-0.2	1.9	-1.2	-1	-26	-7	26	-0.1	0
O=C(Nc1cccc2c1CCCC2)c1ccncc1	2	-0.4	0.6	-0.9	-1	-5	-2	5	-2.9	5
CCOc1c(OC(C)=O)ccc(/C=C/c2ccc3cccc(OC(C)=O)c3n2)c1[N+](=O)[O-]	-1	3.3	x	3.5	19	32	6	-32	-0.3	57
Cc1c([N+](=O)[O-])cc(N2C(=O)C=CC2=O)cc1[N+](=O)[O-]	x	x	x	x	x	48	-3	-48	-1.0	-47
C/C(=N\NC(=O)c1cc(C)oc1C)c1ccc2ccccc2c1	-12	1.0	1.4	4.2	3	8	-11	-8	-1.7	32
O=c1ccc2cc3c(-c4ccccc4)coc3cc2o1	-1	x	3.9	x	2	14	-4	-14	-3.8	-10
O=C(COC(=O)Cc1ccc(Br)cc1)NC1CC1	x	0.0	1.0	1.6	-1	-4	-2	4	-0.7	8
